Screening data from PubChem.
POLH inh = inhibitors of human DNA polymerase eta; Q9Y253; recombinant Pol eta, fluorescent DNA replication assay; Potency, µM (titrated, usually from 114 µM), for inactives: at the top dose activity change, negative = inhibition, most hits filed as inhibitors; hit rate 1.2% among 390,000; also: % is scaled to controls: 0 for no effect and ±100 for the full control effect
Target sequence (Q9Y253 whole entry, looked up): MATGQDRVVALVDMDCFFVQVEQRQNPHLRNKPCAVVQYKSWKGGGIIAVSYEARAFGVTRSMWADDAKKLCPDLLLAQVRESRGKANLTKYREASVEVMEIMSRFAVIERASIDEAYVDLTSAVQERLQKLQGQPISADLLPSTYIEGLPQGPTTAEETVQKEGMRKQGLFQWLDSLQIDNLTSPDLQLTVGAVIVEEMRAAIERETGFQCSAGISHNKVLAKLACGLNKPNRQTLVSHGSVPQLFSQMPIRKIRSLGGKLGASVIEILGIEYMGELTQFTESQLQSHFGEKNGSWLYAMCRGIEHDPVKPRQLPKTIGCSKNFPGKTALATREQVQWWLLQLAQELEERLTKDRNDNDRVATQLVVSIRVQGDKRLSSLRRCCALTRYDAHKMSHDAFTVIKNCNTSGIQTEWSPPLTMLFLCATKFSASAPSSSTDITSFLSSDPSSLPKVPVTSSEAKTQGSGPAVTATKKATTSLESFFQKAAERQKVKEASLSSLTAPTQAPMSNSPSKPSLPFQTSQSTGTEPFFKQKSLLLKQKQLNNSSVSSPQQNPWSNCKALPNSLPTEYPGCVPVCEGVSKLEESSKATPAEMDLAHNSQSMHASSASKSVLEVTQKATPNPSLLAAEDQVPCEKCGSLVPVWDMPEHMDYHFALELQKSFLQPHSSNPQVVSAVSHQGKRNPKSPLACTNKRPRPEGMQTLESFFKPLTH
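Pol eta at 10 nM preincubated with compounds 15 min at room temperature; reaction started with fluorescent substrate (50 nM final) and read kinetically at 0 and 10 min.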
APE1 inh = blocks human APE1 abasic DNA cleavage; recombinant APE1, TAMRA/BHQ-2 abasic DNA cleavage fluorescence; Potency, µM (titrated, usually from 65.8 µM), without a hit: at the top dose activity change, negative = inhibition, usual class: inhibitors; hit rate 0.35% among 350,000; AID 2517;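 also: plate controls were vehicle for no effect and reference inhibitor for full effect; nearly all actives have a fitted effect of over 55% in size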
Target sequence (P27695 whole entry, looked up): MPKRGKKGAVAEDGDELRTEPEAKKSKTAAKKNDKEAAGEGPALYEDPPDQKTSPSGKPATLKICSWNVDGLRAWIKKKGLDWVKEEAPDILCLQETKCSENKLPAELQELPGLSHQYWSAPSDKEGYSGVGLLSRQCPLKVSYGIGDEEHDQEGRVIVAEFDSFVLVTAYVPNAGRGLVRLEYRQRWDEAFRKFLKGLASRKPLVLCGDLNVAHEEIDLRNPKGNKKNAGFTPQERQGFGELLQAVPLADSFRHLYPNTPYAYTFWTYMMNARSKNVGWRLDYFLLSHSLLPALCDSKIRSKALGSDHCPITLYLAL
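Endonuclease cleavage of a quenched abasic-site DNA duplex (50 nM) by APE1 (0.75 nM) was tracked by TAMRA dequenching. Compounds were preincubated with enzyme 15 min at room temperature; data normalized to buffer-only and DMSO wells plus NSC13755 control.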
Pol kappa inh = blocks human DNA polymerase kappa activity; AID 588579; Potency, µM (series often up to 107 µM), without a hit: at the top dose activity, negative = inhibition, most hits filed as inhibitors; hit rate 0.53% among 400,000; Q9UBT6; purified Pol kappa, fluorescent DNA synthesis assay, 10 min; also: % is scaled to controls: 0 for no effect and ±100 for the full control effect
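Pol kappa 10 nM + cpd, 15 min RT; start w/ substrate 50 nM final; fluorescence kinetic read, 0 and 10 min. Neg ctrl: buffer, no enzyme.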
BAZ2B inh = BAZ2B (human) inhibition. Q9UIF8. hit rate 4.4% among 360,000. Potency, µM (doses to about 114 µM), for the others: at the highest dose activity change, negative = inhibition, most hits filed as inhibitors. AlphaScreen BAZ2B-H3K14Ac peptide displacement; also: % is scaled to controls: 0 for no effect and ±100 for the full control effect; nearly all actives have a fitted effect of over 60% in size
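Compounds, titrated to a top concentration of 110 uM, were incubated 30 min at room temperature with preformed BAZ2B/acetyl-K14 H3 peptide complex (50 nM each). Proximity signal was measured by AlphaScreen after 20 min with beads.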
Apoferritin bind = binds horse apoferritin like a general anesthetic. apoferritin/1-aminoanthracene competitive binding, fluorescence. Potency, µM (highest dose often 77.5 µM), for inactives: at the top dose activity change, negative = displacement, actives largely listed as inhibitors. hit rate 0.074% among 350,000. AID 485281; also: % is scaled to controls: 0 for no effect and ±100 for the full control effect; nearly all actives have a fitted effect of over 20% in size
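Horse-spleen apoferritin (10 uM) in 50% saturated 1-aminoanthracene in PBS was incubated 10 min at room temperature with compound. Fluorescence (ex 380, em 535 nm) was normalized to free and bound 1-AMA, with concentration-response fitted by a four-parameter Hill equation.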
BLM helicase inh = inhibitors of human Bloom syndrome helicase BLM; recombinant BLM DNA unwinding, fluorescence dequenching; P54132; hit rate 0.2% among 350,000; Potency, µM (highest dose often 56.1 µM), for the others: at the highest dose activity change, negative = inhibition, usual class: inhibitors;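 also: plate controls were vehicle for no effect and no enzyme for full effect; nearly all actives have a fitted effect of over 35% in size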
G9a inh = blocks human histone lysine methyltransferase G9a. Q96KQ7. G9a H3K9 monomethylation, AlphaScreen, 2 h. Potency, µM (titrated, usually from 102 µM), without a hit: top-dose activity, negative = inhibition, hits mostly inhibitors. hit rate 8.8% among 350,000. AID 504332; also: % is scaled to controls: 0 for no effect and ±100 for the full control effect; nearly all actives have a fitted effect of over 75% in size
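G9a (20 nM) preincubated 15 min RT with compounds, then 500 nM biotinylated H3K9 peptide and 20 uM SAM added; 2 h RT reaction. Monomethyl-H3K9 product detected by AlphaScreen with anti-H3K9me1 antibody, streptavidin donor and anti-rabbit IgG acceptor beads.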
POLI inh = blocks human DNA polymerase iota activity. Pol iota fluorescent replication assay, 10 min. Potency, µM (top dose mostly 115 µM), for the others: at the top dose activity, negative = inhibition, actives largely listed as inhibitors. Q9UNA4. hit rate 1% among 390,000
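Fluorescent replication assay read twice, at 0 min and 10 min after adding 50 nM (final) substrate. Enzyme (10 nM) and compounds were first incubated 15 min at room temperature; enzyme-free buffer wells were negative controls.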
Pol beta inh = inhibitors of human DNA polymerase beta. P06746. Pol beta primer extension/strand displacement, fluorescence kinetic. Potency, µM (highest dose often 114 µM), without a hit: at the highest dose activity change, negative = inhibition, most hits filed as inhibitors. hit rate 1.3% among 340,000. AID 485314; also: % is scaled to controls: 0 for no effect and ±100 for the full control effect
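Enzyme-only controls used 10 nM Pol beta; buffer lacking enzyme served as negative control. Compound preincubated 15 min, then 50 nM substrate added; 0 and 10 min reads at room temperature.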
Numbers without * were called inactive; ? = inconclusive; · = no result given; [ ] = another dose, or the depositor's remark. Calls follow the shape of the dose curve; as a rule, active = well fitted curve in the direction sought with a large enough effect; inconclusive = small, poorly fitted or top-dose-only effect, or another doubt; inactive = no such curve, though single readings can be large; an effect the other way counts as inactive or inconclusive. Potency is read from the fitted curve at half-maximal effect. A portion of the library; the hit share may differ from the screen's.

SMILES | POLH inh | APE1 inh | Pol kappa inh | BAZ2B inh | Apoferritin bind | BLM helicase inh | G9a inh | POLI inh | Pol beta inh
S=c1[nH]c(-c2ccccc2)cs1 | 2% | 4% | -14% | 40µM* | -12% | 1% | 1.4µM* | 85%[activator] | 10%
CC(C)CCN1CCN(Cc2ccc(C(F)(F)F)cc2)CC1CCO (stereo not drawn) | -15% | 2% | 4% | -17% | -10% | -4% | 4% | 22% | 15%
COc1cc(/C=C(\C#N)C(=O)Nc2cccc3ncccc23)ccc1O | · | -3% | · | -8% | 2% | -3% | · | · | 41%
N/C(=N\c1nc2c(c(=O)[nH]1)CCCC2)Nc1ccc(Oc2ccccc2)cc1 | 4% | 9% | -7% | 9% | -9% | 2% | -7%[59 µM] | 1% | 0%
CN(C(=O)c1ccc(Br)cc1)C1CCS(=O)(=O)C1 (stereo not drawn) | -11% | 48%[activator] | -2% | -5% | · | · | ? | 28% | ·
Cc1cc(OC(=O)c2cc(Cl)ccc2Cl)c([N+](=O)[O-])c(=O)[nH]1 | -3% | 2% | -1% | -38% | -10% | -2% | -5% | -16% | 14%
CN1CCC(=NNC(=O)CN(c2cccc([N+](=O)[O-])c2)S(=O)(=O)c2ccccc2)CC1 | -16% | -5% | 6% | -12% | -15% | -4% | 23% | 50%[activator] | 26%
CC(C)(C)OC(=O)N1CCCC1C(=O)NCCc1ccccc1 (stereo not drawn) | -10% | 0% | 12% | -10% | -8% | 1% | ? | -4% | 85%
CC(C)c1ccc(/C=C/C(=O)NC2CCCCC2)cc1 | -6% | 0% | -9% | 1% | -1% | -3% | ? | 14% | 29%
CN(CC(=O)Nc1ccc(F)cc1)C(=O)COC(=O)c1ccccc1 | -7% | 10% | 3% | 5% | · | · | -25% | 28% | ·
Clc1ccc(-c2cc3ccccc3nc2N2CCOCC2)cc1 | -3% | -4% | -10% | 123%[activator] | 170%[activator] | -5% | 210%[activator] | 84%[activator] | 0%
O=S(=O)(NCC(c1cccnc1)N1CCN(Cc2ccccc2)CC1)c1ccc(F)cc1 (stereo not drawn) | -5% | 14% | -20% | -12% | -5% | 1% | · | 8% | 1%
Cn1c(SCC(=O)O)nnc1-c1ccc2ncccc2c1 | · | 0% | · | -3% | -5% | -2% | -20% | · | 2%
CCOc1ccc(CNC(=O)Cn2ncc3c(=O)oc4ccc(C)cc4c32)cc1 | -12% | · | -2% | -6% | 2% | -9% | -7%[59 µM] | 29% | 23%
COc1ccc(-n2c(=O)cnc3cnc(Oc4cccc(Cl)c4)nc32)cc1 | · | 5% | -3%[60.1 µM] | · | · | -4% | 0%[12.7 µM] | · | ·
CC(NC(=O)CNC(=O)c1ccco1)c1ccccc1 (stereo not drawn) | 4% | 6% | 3% | 3% | -6% | -1% | -7% | 37%[activator] | 3%
O=C(C1=NNCC1c1ccc(Cl)cc1)C1CO1 (stereo not drawn) | 1% | 1% | -3% | -4% | -6% | 0% | ? | -6% | -1%
S=c1[nH]cnc2scc(-c3ccc(Cl)cc3)c12 | -2% | -5% | -7% | -1% | -11% | -4% | 45µM* | 19% | -2%
CCOC(=O)c1cn(CC)c2c(ccc3ccccc32)c1=O | -9% | -12% | 2% | 110%[activator] | -11% | -3% | · | 11% | 9%
Cc1cc(C(=O)O)c(S(C)(=O)=O)s1 | -13% | 1% | -2% | 0% | -9% | 0% | -27% | 6% | -4%
CC(C)(C)c1ccc(OCC(=O)NCc2ccco2)cc1 | 0% | -1% | 2% | -26% | ? | -2% | -30% | ? | -4%
N#Cc1ccc(CN2CCCC3(CCNCC3)C2)cc1 | · | 0% | 1%[60.1 µM] | · | · | -10% | -7%[12.7 µM] | · | ·
C=CCOc1ccc(/C=C/C(=O)OCC(=O)N(C)C2CCS(=O)(=O)C2)cc1 (stereo not drawn) | -16% | 15% | -7% | -11% | -5% | -4% | 16% | 31%[activator] | 4%
CN(c1ncc(C(F)(F)F)cc1Cl)N1C(=O)c2cccc(N)c2C1=O | -12% | 5% | 7% | -9% | -7% | -21% | · | -10% | -18%
CC1(C)Cc2nc(N3CCCC3)c(C#N)cc2CO1 | 4% | -3% | -13% | -5% | 87%[activator] | -3% | 18% | 9% | 1%
(cont.)
SMILES | POLH inh | APE1 inh | Pol kappa inh | BAZ2B inh | Apoferritin bind | BLM helicase inh | G9a inh | POLI inh | Pol beta inh
CCOC(=O)C1=C(CS(=O)(=O)c2ccccc2)NC(=O)NC1c1ccccc1 (stereo not drawn) | 3% | 1% | -1% | -3% | -23% | 2% | -7% | 12% | -3%
CCN(C(=O)CN1C(=O)CN(C)C1=O)c1cccc2ccccc12 | -17% | 0% | 2% | · | · | · | · | 38%[activator] | ·
O=C(Cc1ccc(S(=O)(=O)N2CCOCC2)s1)Nc1ccccc1N1CCCC1 | -15% | -6% | -15% | ? | 6% | -6% | · | -2% | 33%
COc1ccc(C)cc1NC(=O)CN1CCN(S(=O)(=O)c2ccc3ccccc3c2)CC1 | -12% | 18% | -20% | -3% | · | · | -41%[2.33 µM] | 10% | ·
O=C(CN1C(=O)CCSc2ccccc21)Nc1ccc(F)cc1 | -12% | 11% | -5% | 14% | -2% | 1% | 7%[59 µM] | 19% | 2%
Cc1ccc(N/C=C(\C2OC(=O)c3ccccc32)[N+](=O)[O-])c(C)c1 (stereo not drawn) | ? | 7% | -6% | -32% | -17% | -4% | ? | 54%[activator] | -3%
O=C1CSC(c2cccnc2)N1C1CCCCC1 (stereo not drawn) | -8% | 0% | -1% | 3% | -10% | -4% | 49%[12.7 µM] | 12% | 15%
CCNC(=S)Nc1ccc2cn[nH]c2c1 | -2% | 5% | -7% | 2% | 3% | 2% | 15%[59 µM] | 105%[activator] | 55%
CCS(=O)(=O)Nc1ccc(-c2nnc(SCC(=O)c3ccc(NC(C)=O)c(OC)c3)o2)cc1 | -19% | 9% | -10% | · | -17% | -2% | 9%[59 µM] | ? | -4%
CCn1c(SCC(=O)NCc2ccccc2)nc2ccccc2c1=O | -2% | 2% | 3% | 2% | -10% | 1% | 10% | 21% | 0%
Cc1ncc(CN2CCCC(CCC(=O)NCc3ccccc3F)C2)s1 (stereo not drawn) | -10% | -1% | 2% | -20% | -8% | -1% | 3% | 60%[activator] | 2%
CCOC(=O)c1ccc(N2CN=C3SCC(=O)N3C2)cc1 | -10% | -2% | -10% | 2% | -9% | 2% | 13%[59 µM] | -7% | 3%
O=C1ON=C(c2ccccc2)/C1=C\c1ccco1 | -4% | ? | -19% | ? | 6% | -8% | 32µM* | 8% | 32µM*
CCOC(=O)c1sc(NC(=O)Nc2cccc(Cl)c2)cc1C | -14% | -7% | 5% | 6% | -4% | -6% | -2%[59 µM] | 11% | -18%
Cc1cc(OCC(O)CN2CCN(c3ccccn3)CC2)cc(C)c1Cl (stereo not drawn) | -16% | 9% | -10% | ? | -23% | 2% | 45µM* | 119%[activator] | -21%
CC1CC(C)CN(C(=O)c2ccc3nc[nH]c3c2)C1 (stereo not drawn) | -2% | 26% | -12% | -13% | -6% | -3% | 31% | 10% | 20%
O=C(CSc1nc2cccnc2n1Cc1ccccc1)N1CCCC1 | 11% | -11% | -5% | -3% | -11% | -1% | 20% | 22% | 28%
COC(=O)c1cc(S(=O)(=O)N2CCCCCC2)cn1C | -4% | 2% | 11% | -14% | -1% | -5% | 26% | 10% | 43%
c1ccc(Nc2c(-c3ccco3)nc3ccccn23)cc1 | -7% | 0% | -5% | 50µM* | 41%[activator] | -17% | ? | 46%[activator] | 3%
O=S(=O)(Nc1ccc(N2CCOCC2)cc1)c1cc(Cl)ccc1Cl | -12% | 8% | -14% | -31% | -13% | -5% | 45µM* | 98%[activator] | 2%
NC(=O)c1ccc(CN2CCC(Cc3ccccc3)CC2)cc1 | -13% | -1% | 5% | 3% | -3% | 6% | 4% | 32%[activator] | -1%
CCCOC(=O)c1ccc(Nc2nc(C)cc(=O)[nH]2)cc1 | -8% | -1% | -15% | -5% | -17% | -4% | 23%[59 µM] | -5% | 0%
CSC1=NC(C)(C)CC2(C)Nc3ccccc3N12 (stereo not drawn) | -9% | 3% | 1% | -9% | -10% | 1% | 6% | 23% | 27%
CCOC(=O)N1CCC(N(CCN(C)C)C(=S)Nc2cccc(SC)c2)CC1 | -16% | 0% | -6% | -29% | -18% | 1% | -8%[59 µM] | 37%[activator] | -1%
O=C(Nc1nc2ccccc2s1)NC1CCCCC1 | 12% | 4% | -11% | -19% | -15% | -2% | · | -11% | 58%
CCN(CC)CCNC(=O)CSc1c2c(nc3cc(Cl)ccc13)CCCC2 | -21% | -1% | -6% | 2% | -11% | -9% | ? | 0% | 19%
COC(=O)c1ccc(Cl)cc1NC(=O)NC(C)c1c(-n2cccc2)sc(C)c1C (stereo not drawn) | · | · | -20% | -13% | 9% | -8% | -35%[59 µM] | 11% | -2%
Cc1cc(C)nc(SCc2ccc(Br)cc2)n1 | -14% | 21% | -10% | 157%[activator] | ? | -7% | 3%[0.501 µM] | 4% | 7%
CN(/C(=N/S(=O)(=O)c1cccs1)c1ccccc1)c1ccc(O)cc1 | -6% | -9% | -5% | · | -13% | -1% | 6% | 99%[activator] | 3%
Cn1c(=O)c2c(nc(CN3CCCCC3)n2Cc2c(F)cccc2Cl)n(C)c1=O | -16% | -6% | -13% | 6% | -12% | 3% | 7% | -21% | -26%

Complete entries, looked up by structure. Order of screens: POLH inh	APE1 inh	Pol kappa inh	BAZ2B inh	Apoferritin bind	BLM helicase inh	G9a inh	POLI inh	Pol beta inh
COC(=O)c1ccc(Cl)cc1NC(=O)NC(C)c1c(-n2cccc2)sc(C)c1C (stereo not drawn) across the screens: ·	·	-20%	-13%	9%	-8%	-35%[59 µM]	11%	-2%
CCOC(=O)c1sc(NC(=O)Nc2cccc(Cl)c2)cc1C across the screens: -14%	-7%	5%	6%	-4%	-6%	-2%[59 µM]	11%	-18%
CCOC(=O)N1CCC(N(CCN(C)C)C(=S)Nc2cccc(SC)c2)CC1 across the screens: -16%	0%	-6%	-29%	-18%	1%	-8%[59 µM]	37%[activator]	-1%
O=C(Cc1ccc(S(=O)(=O)N2CCOCC2)s1)Nc1ccccc1N1CCCC1 across the screens: -15%	-6%	-15%	?	6%	-6%	·	-2%	33%
